Compound activity as filed in PubChem.
PostGolgi ctrl = growth inhibition of yeast control strain, primary screen, counter-screen for post-Golgi transport modulator project; AID 738, 2007; actives 5% (n = 98,000); efflux-deficient yeast background strain, growth absorbance A615, 16 h; inhibition, % at 10 µM
S1P2 antag = human S1P2 receptor antagonists, primary screen, cell-based; Sphingosine 1-phosphate receptor 2 (Homo sapiens), O95136; cell-based S1P2 antagonist assay, inhibition at 5 uM; inhibition, % at 5 µM; actives 0.21% (n = 97,000); in the data active means inhibition above about 45%;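 further: CRE beta-lactamase reporter cells expressing human S1P2 stimulated with S1P; 0% = agonist at EC80 alone and 100% = agonist plus reference antagonist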
PTPN22 inh 2 = PTPN22 phosphatase inhibitors, primary screen, biochemical, DiFMUP fluorescence, 2 µM; Tyrosine-protein phosphatase non-receptor type 22 (Homo sapiens), Q9Y2R2; recombinant LYP catalytic domain; inhibition, % at 2 µM; actives 0.21% (n = 96,000);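 active means inhibition at 2 µM at or above a set limit, the screen mean plus 3 SD, cut at about 24% in these data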;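 further: 0% = DMSO with enzyme and 100% = enzyme fully blocked by orthovanadate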
HIV Rev-RRE inh = HIV-1 Rev-RRE binding inhibitors, primary screen, biochemical, FRET, protein-RNA interaction; P05866; Rev peptide-RRE RNA binding; inhibition, % at 8 µM; actives 0.79% (n = 97,000);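 active means inhibition above the screen-wide mean plus 3 SD, cut at about 35% in these data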;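 further: 0% = median DMSO wells and 100% = median Neomycin B control wells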
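Test system: Cy5-tagged RRE RNA duplex with fluorescein-tagged Rev peptide | Read-out: % inhibition of FRET ratio versus controls | Probe or stimulus: Labelled Rev peptide | Incubation: 5 min RNA-compound premix plus 15 min binding step, 25 °C | Technique: FRET fluorescence readout | Benchmarks: DMSO low control, neomycin B high control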
S1P2 ag = S1P2 receptor agonists, primary screen, cell-based; Sphingosine 1-phosphate receptor 2 (Homo sapiens), O95136; S1P2-expressing cell line, agonist reporter read-out; activation, % at 4.5 µM; actives 0.46% (n = 97,000); in the data active means activation above about 16%;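 further: 0% = vehicle low control and 100% = maximal reference agonist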
FAK blocker = FAK kinase inhibitors, primary screen, biochemical | Focal adhesion kinase 1 (Homo sapiens), Q05397 | biochemical FAK kinase activity assay | inhibition, %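 (tested at 7 µM)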 | actives 0.84% (n = 97,000); in the data active means inhibition above about 19%;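 further: 0% = DMSO and 100% = reference compound high control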
PostGolgi yeast = phenotypic screen on post-Golgi transport, primary screen | post-Golgi transport phenotypic cell assay | inhibition, % at 10 µM | actives 0.9% (n = 98,000) | AID 739, 2007;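 further: yeast cells grown in 1536-well plates; yeast grown about 18 h at 30C before absorbance read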
LYP act = LYP phosphatase activators, primary screen, biochemical, DiFMUP fluorescence, 2 µM; Tyrosine-protein phosphatase non-receptor type 22 (Homo sapiens), Q9Y2R2; recombinant LYP; 0 = plate median, 100 = signal doubled; activation, % at 2 µM; actives 0.11% (n = 96,000); AID 697, 2007;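 active means activation at 2 µM above a set limit, the mean plus 5 SD, cut at about 37% in these data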
EphB4 antag = EphB4-ephrin-B2 interaction antagonists, primary screen, biochemical, TNYL-RAW peptide probe, fluorescence polarization. inhibition, % at 7 µM. EphB4 LBD / TNYL-RAW-Alexa532 peptide. Ephrin type-B receptor 4 (Homo sapiens), P54760. actives 0.15% (n = 97,000). AID 720, 2007;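 active means inhibition above the screen-wide mean inhibition plus 3 SD, cut at about 15% in these data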;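 further: 0% = DMSO wells and 100% = excess unlabeled TNYL-RAW peptide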
Target sequence (P54760 whole entry, looked up, the tested form may be a part): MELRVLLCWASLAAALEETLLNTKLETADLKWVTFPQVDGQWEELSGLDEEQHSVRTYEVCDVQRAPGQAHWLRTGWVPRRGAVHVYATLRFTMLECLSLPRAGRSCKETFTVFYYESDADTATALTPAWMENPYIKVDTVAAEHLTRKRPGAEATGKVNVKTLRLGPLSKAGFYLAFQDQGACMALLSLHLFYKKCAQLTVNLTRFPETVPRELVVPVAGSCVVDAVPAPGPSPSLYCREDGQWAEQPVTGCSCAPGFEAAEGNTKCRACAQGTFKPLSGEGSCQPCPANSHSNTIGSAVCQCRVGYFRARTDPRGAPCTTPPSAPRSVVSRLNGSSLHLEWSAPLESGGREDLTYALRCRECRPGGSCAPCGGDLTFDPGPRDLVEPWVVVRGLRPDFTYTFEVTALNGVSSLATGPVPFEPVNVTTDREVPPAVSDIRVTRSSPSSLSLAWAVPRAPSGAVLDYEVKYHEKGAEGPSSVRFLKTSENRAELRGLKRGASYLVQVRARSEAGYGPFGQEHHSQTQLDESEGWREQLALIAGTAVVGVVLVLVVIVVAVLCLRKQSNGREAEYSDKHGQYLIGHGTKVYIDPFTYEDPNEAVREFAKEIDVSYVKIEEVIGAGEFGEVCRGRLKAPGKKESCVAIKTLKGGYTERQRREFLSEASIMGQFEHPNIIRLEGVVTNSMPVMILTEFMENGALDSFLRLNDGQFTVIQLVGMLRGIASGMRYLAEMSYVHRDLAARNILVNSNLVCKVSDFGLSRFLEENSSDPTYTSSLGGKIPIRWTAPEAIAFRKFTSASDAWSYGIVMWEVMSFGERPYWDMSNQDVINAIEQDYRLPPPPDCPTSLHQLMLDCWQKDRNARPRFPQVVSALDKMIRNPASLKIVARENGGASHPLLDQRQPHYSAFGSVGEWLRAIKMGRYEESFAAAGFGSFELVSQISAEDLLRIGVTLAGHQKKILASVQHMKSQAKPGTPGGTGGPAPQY
* = called active by the depositor; . = no result given. Unless noted, no stated cut-off is given here; in the data, active means inhibition above about 30%; inactive means the rest. Rows were taken by chance; 7% or so of the library scored in one or more.

SMILES	PostGolgi ctrl	S1P2 antag	PTPN22 inh 2	HIV Rev-RRE inh	S1P2 ag	FAK blocker	PostGolgi yeast	LYP act	EphB4 antag
Cc1nc(NC(=O)c2ccccc2)sc1-c1csc(Nc2cccc(Cl)c2)n1	25	8	6	4	-8	1	-4	-3	1
COc1ccc2cc(C(=O)N3CCCCCC3)sc(=O)c2c1OC	7	-15	4	0	3	-4	8	-6	-4
CCOC(=O)c1cc2c(=O)n3cccc(C)c3nc2n(Cc2cccnc2)c1=N	.	-7	-8	-3	-1	-1	.	8	-5
Cc1c(C(=O)O)nnn1-c1ccccc1	-2	4	0	7	-6	-3	-2	0	4
CCCCCN(C(=O)COC(=O)c1ccc(Br)o1)c1c(N)n(CCCC)c(=O)[nH]c1=O	23	16	-1	1	-3	0	4	0	2
COC(=O)c1cc(CN2CCN(c3ccccc3C)CC2)ccc1O	33*	13	-3	6	-2	1	-1	4	-12
Cc1cccc(-n2c(=O)cc(N3CCN(c4ccc(F)cc4)CC3)[nH]c2=O)c1	22	7	5	1	-6	1	11	-6	0
COc1cccc(NC(=O)Nc2ccc3c(c2)nnn3C)c1	.	6	-2	1	-6	1	.	2	0
CN(C)c1ccc(CNC(=O)C2CCN(S(=O)(=O)c3ccc4c(c3)CCC(=O)N4)CC2)cc1	7	7	-13	1	-6	-3	-4	10	-5
CC1=CC=CC2=NC(=O)CC(C)(C(=O)N(CC(=O)NC(C)C)C3CCCC3)N12 (stereo not drawn)	6	13	4	10	-2	6	5	-2	-1
CCC(c1nnnn1CCc1ccccc1)N(Cc1ccco1)Cc1cc2cc(C)cc(C)c2[nH]c1=O (stereo not drawn)	-1	-7	20	-2	-4	-2	1	-20	-1
COCc1cc(C)n(CC(=O)NC(C)c2ccccc2)c(=O)c1C#N (stereo not drawn)	-2	2	-8	2	-5	-2	-3	6	0
CCCc1cc(C(=O)Nc2cc(C)nn2-c2ccccc2)no1	14	17	4	0	-7	-3	-7	-4	1
C=CCn1c(=O)c2c(nc3n2CCN3c2cccc(Cl)c2C)n(C)c1=O	10	2	6	4	-7	-3	1	-8	1
COc1ccc(/C=C(/C(=O)Nc2ccccc2C(=O)N2CCCC2)c2ccccc2)cc1	36*	6	11	10	-2	3	2	-11	3
CC(=O)NCC(=O)OCC(=O)c1ccccc1	4	-6	8	5	-4	0	7	-10	0
CCCn1c2c(c(O)c(C(=O)Nc3ccc(C)cn3)c1=O)CCCC2	.	0	7	7	-4	4	.	-4	1
COc1ccc(CCN2C(=O)C3C4C=CC(C4)C3C2=O)cc1OC (stereo not drawn)	9	-6	-4	1	-1	0	24	1	6
Cc1nc(-c2ccccc2O)n(-c2ccccc2)n1	0	1	3	0	-4	1	25	-2	0
Nc1n[nH]c(-c2ccc(Br)cc2)c1Cl	16	9	1	3	-4	5	11	-3	0
Cc1noc(C)c1S(=O)(=O)N(CC(=O)NCc1ccc2c(c1)OCO2)c1ccc(C(C)C)cc1	15	3	-5	3	-12	1	2	1	-3
CCCC(=O)Nc1ccc(-c2nc3cc(C)c(C)cc3o2)c(O)c1	-2	0	3	4	-4	-5	2	-3	-14
O=C(NCc1ccco1)c1cc2n(n1)C(C(F)(F)F)CC(c1ccc(F)cc1)N2 (stereo not drawn)	5	16	10	5	-7	3	-3	-14	5
CCCC(C)C(=O)Nc1nc(C)c(-c2csc(Nc3ccc(Cl)cc3)n2)s1 (stereo not drawn)	34*	-14	5	7	-2	0	0	-2	-2
C=CCn1c(Cc2csc(N)n2)nnc1SCc1ccc(C(=O)OC)cc1	7	22	-4	5	-2	4	2	1	-1
SMILES	PostGolgi ctrl	S1P2 antag	PTPN22 inh 2	HIV Rev-RRE inh	S1P2 ag	FAK blocker	PostGolgi yeast	LYP act	EphB4 antag
O=C(CN1C(=O)CC(c2ccco2)Sc2ccccc21)NCC1CCCO1 (stereo not drawn)	9	24	1	4	-6	1	19	-4	0
CCCCC(=O)NC1=NC(=O)C(C)(C)S1	7	9	-6	-4	-10	-8	-1	10	-2
CC1CCN(c2nc(-c3ccccc3O)nc3ccccc23)CC1	6	-14	-6	16	-4	-2	0	6	4
N#CCSCC(=O)Nc1ccc(Cl)cc1	3	4	-2	13	-1	-1	-9	5	4
COc1ccc(NC(=O)CSc2nnc(-c3ccccn3)n2-c2ccccc2)cc1OC	11	7	9	8	-4	-1	-4	-6	7
O=C(c1c(F)c(F)c(F)c(F)c1F)N(Cc1ccccc1)Cc1ccccc1	5	-1	5	18	-2	0	-4	-3	3
COc1ccc(-c2coc3cc4oc(=O)cc(C)c4cc23)cc1F	5	-6	-7	6	-8	36*	0	8	2
Cc1ccc(-n2nc3ccc(NC(=O)c4ccc5c(c4)OCO5)cc3n2)cc1	6	-10	22	5	-4	25*	-4	-19	3
Cc1cc(-c2c(C)[nH]n(-c3ccc(Cl)cc3)c2=O)n[nH]1	-4	-3	82*	-1	0	-3	5	-82	-2
COC(=O)CSc1nnc(-c2ccncc2)o1	-1	7	-2	5	-2	-2	2	8	-7
CCC(=O)N/C(=N/c1nc(C)cc(C)n1)Nc1ccc(OC)cc1	.	5	9	12	-7	-2	.	-10	-3
COc1ccc(C2CC(=O)c3cnc(NC(=O)c4ccccc4OC)nc3C2)c(OC)c1 (stereo not drawn)	21	6	7	4	-7	3	0	-3	2
COc1ccccc1NC(=O)COc1ccc(/C=N/NS(=O)(=O)c2ccc(C)cc2)cc1	3	23	0	5	-6	2	-9	5	-1
O=C1CC(c2cccs2)Cc2nc(NCC3CCCO3)ncc21 (stereo not drawn)	-1	4	6	-1	-3	-3	1	-6	-3
O=C(NCc1ccccc1)c1cccc(COc2cccc(Cl)c2)c1	17	-2	1	17	-5	5	1	3	3
CCn1ccc(C(=O)NC2C(=O)N3C(C(=O)O)=C(C)CSC23)n1 (stereo not drawn)	4	5	4	1	-6	-3	-2	0	-10
COc1cc2[nH]cc(C(=O)NCCc3ccccc3)c(=O)c2cc1OC	.	-16	6	2	0	-3	.	-6	-5
Cc1ccccc1N(CC(=O)N/N=C/c1ccccc1Cl)C(=O)c1ccccc1	-1	-4	-2	9	-6	0	-1	0	3
COc1cccc(NC(=O)N(Cc2ccco2)C(C)c2cccs2)c1 (stereo not drawn)	15	-8	3	2	-4	3	2	-4	3
Cc1onc(-c2ccccc2)c1C(=O)Nc1ccnn1C1CCCCC1	13	6	0	5	-9	-1	1	4	6
Nc1nc2n(n1)C(c1cccs1)CC(c1ccc(Br)cc1)N2 (stereo not drawn)	10	6	-5	9	-1	2	-2	5	-5
CCN(CC(=O)Nc1cccc(C(C)=O)c1)S(=O)(=O)c1ccc(OC)cc1	1	-14	-8	7	4	1	-8	4	0
CN(CC(=O)NCc1ccco1)S(=O)(=O)c1cccc2cccnc12	5	15	-3	2	-1	-4	6	2	-1
CC(Sc1nc(N)cc(=O)[nH]1)C(=O)NC1CCCCC1 (stereo not drawn)	-2	-14	8	8	0	0	-2	-8	0
COc1ccccc1-c1cc(C(=O)NCCCn2ccnc2)no1	6	-1	-2	0	-1	-1	4	7	3

Results in S1P2 ag, EphB4 antag and HIV Rev-RRE inh, for five of the compounds above:
| molecule | S1P2 ag | EphB4 antag | HIV Rev-RRE inh |
| --- | --- | --- | --- |
| COCc1cc(C)n(CC(=O)NC(C)c2ccccc2)c(=O)c1C#N (stereo not drawn) | -5 | 0 | 2 |
| CCCc1cc(C(=O)Nc2cc(C)nn2-c2ccccc2)no1 | -7 | 1 | 0 |
| C=CCn1c(=O)c2c(nc3n2CCN3c2cccc(Cl)c2C)n(C)c1=O | -7 | 1 | 4 |
| COc1ccc(/C=C(/C(=O)Nc2ccccc2C(=O)N2CCCC2)c2ccccc2)cc1 | -2 | 3 | 10 |
| CC(=O)NCC(=O)OCC(=O)c1ccccc1 | -4 | 0 | 5 |

The listing picks up, starting three compounds before the break.
SMILES	PostGolgi ctrl	S1P2 antag	PTPN22 inh 2	HIV Rev-RRE inh	S1P2 ag	FAK blocker	PostGolgi yeast	LYP act	EphB4 antag
CN(CC(=O)NCc1ccco1)S(=O)(=O)c1cccc2cccnc12	5	15	-3	2	-1	-4	6	2	-1
CC(Sc1nc(N)cc(=O)[nH]1)C(=O)NC1CCCCC1 (stereo not drawn)	-2	-14	8	8	0	0	-2	-8	0
COc1ccccc1-c1cc(C(=O)NCCCn2ccnc2)no1	6	-1	-2	0	-1	-1	4	7	3
CCOc1ccc(N(C(C)C(=O)Nc2ccc(OC)cc2)S(C)(=O)=O)cc1 (stereo not drawn)	8	16	-1	8	-8	4	-2	2	3
C=COCCNC(=O)Nc1ccc(Cl)c(Cl)c1	10	15	-4	3	-3	-4	-5	7	8
Clc1ccc(CSc2snnc2-c2ccccc2)cc1	17	1	12	6	-5	-4	25	-6	-6
CSCCC(NC(N)=O)C(=O)NCc1ccc(Cl)cc1 (stereo not drawn)	-12	9	-8	6	-2	-1	9	7	5
CCCCC(=O)NC(Nc1cc(C)ccn1)(C(=O)OCC)C(F)(F)F (stereo not drawn)	3	5	-11	-6	-4	-5	-3	9	12
CCN=C(NCC)SC1CC(=O)N(c2cccc(OCC)c2)C1=O (stereo not drawn)	2	10	0	5	-3	1	-1	-3	5
CCOC(=O)C1CCN(C(=O)CCNC(=O)c2cc(OC)c(OC)c(OC)c2)CC1	1	11	0	3	-5	1	5	-1	0
CCN(c1ccc(OC)cc1)S(=O)(=O)c1ccc2c(c1)CCN2C(=O)CCC(=O)O	15	17	3	3	-2	1	-6	-6	1
CC(=O)N(c1c(C)n(C)n(-c2ccccc2)c1=O)C1(C(=O)NC2CCCCC2)CCCCC1	-2	4	-6	-4	-8	0	-11	6	-4
